Myeloid diff 2: induction of myeloid progenitor differentiation, primary screen, cell-based, flow cytometry, MLPCN library; calls only at 10 µM; 360,000 tested, 1% active; ER-HoxA9 myeloid progenitors, lysozyme-GFP differentiation;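 active = normalized GFP-positive differentiation at or above the plate's own cutoff, the solvent-only control mean plus 3 SD; inconclusive = no clear call, values can overlap the other calls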;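 also: cells exposed to compound for four days before flow analysis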
West Nile antiviral: West Nile virus antiviral activity, cell-based, CPE readout (AID 1621); CPE inhibition, % at 10 µM; hits with a dose series show IC50 in µM; West Nile virus-infected cells, CPE inhibition; higher % means a stronger effect; 290,000 tested, 0.02% active; in the data active = a potency from the dose series; inconclusive = CPE inhibition mostly from about 3.7% at the one dose, without a potency; inactive = the rest, 99 in 100 with CPE inhibition below about 2.2%; also: strong numbers were not always called active
Insulin prom up: insulin promoter activators in MIN6 cells, imaging, high-content screening, mouse beta cells. MIN6 insulin promoter-GFP reporter; active compounds read high. 190,000 tested, 0.3% active. z-score at 5 µM;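 active = z-score above 3 at 5 µM with at least 500 cells counted in the well; inconclusive = wells under 500 cells, flagged as cytotoxic or low count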
b-catenin transl: modulators of beta-catenin nuclear translocation, primary screen, imaging, HeLa cells, immunofluorescence, high-content | 190,000 tested, 0.3% active | nuclear translocation activity, % at 5 µM | AID 1665, 2009;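 active = nuclear translocation activity above 50% at 5 µM, with a well cell count of 50 or more; inconclusive = wells under 50 cells across six images, flagged as toxic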;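 also: per-cell ratio of nuclear to cytoplasmic median beta-catenin stain intensity; plate controls were DMSO negative control for no effect and GSK-3 inhibitor IX positive control for full effect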
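System: HeLa cells, endogenous beta-catenin; compound dosing: 5 µM primary single dose, 0.1% DMSO, 0.02–20 µM confirmation series; incubation: 24 h compound exposure at 37°C, 5% CO2; signal: beta-catenin immunofluorescence imaging with DAPI; evaluation: % activation, nuclear-to-cytoplasmic median beta-catenin signal ratio per cell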
WT yeast gro inh: growth inhibition of WT strain, primary screen, mitochondrial fusion inhibitor project, WT and mutant strains, chemical genetic. inhibition, % at 10 µM. AID 1362, 2008. mitochondrial fusion phenotypic screen. 190,000 tested, 2.1% active; in the data active = inhibition above about 58%; tested in S. cerevisiae
Lipid droplet: inhibitors of hepatocyte lipid droplet formation, primary screen, imaging, high-throughput imaging, BODIPY stain; AML12 mouse hepatocytes, oleate lipid droplets; inhibition, % at 6.5 µM; 240,000 tested, 0.4% active;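 active = lipid droplet intensity inhibited by at least 50%, with more than 500 cells counted; inconclusive = wells with under 300 cells, treated as cytotoxic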
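System: AML12 hepatocytes (mouse). Probe or stimulus: oleic acid at 100 µM to induce lipid droplet formation. Times: overnight treatment with compound plus oleate. Detection: Image-based BODIPY and DAPI two-channel analysis. Evaluation: percent inhibition of filter-corrected integrated lipid droplet intensity per well.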
MT stabilizer: microtubule stabilizers in HeLa cells, primary screen, imaging, high-content imaging; % tubulin-high responders, % at 10 µM; HeLa tubulin immunostaining HCS, 24 h; share of cells brighter than vehicle mean+2SD; 200,000 tested, 0.83% active; AID 2205, 2009;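 active = plate Z-score above 3 for both tubulin-high and condensed-nucleus cell shares, with cell loss under 80%, at 10 µM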;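 also: anti alpha tubulin signal scored within the nucleus-defined area of each cell; some results filed as inactive read as strong as hits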
T cell modulator: modulators of CD8 T cell-vesicle binding, primary screen, mouse 2C CD8+ T cells, flow cytometry | AID 2052, 2009 | 330,000 tested, 0.068% active | 2C CD8+ T cell-vesicle binding; active compounds read low | calls only at 7 µM;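 active = response, share of CD8 T cells binding vesicles, and their 90th percentile fluorescence all below set limits, cut at about 80% in these data, passing the limit was not always enough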
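Material: murine 2C transgenic CD8+ T lymphocytes / Also added: QL9-peptide-loaded Drosophila micro-vesicles bearing Ld, ICAM-1 and B7-1 / Schedule: binding step 1.5 h, 37 °C, antibody labelling 20 min, ice / Signal: flow cytometry, PE anti-B7-1 (FL2) versus Alexa647 anti-CD8 (FL8), PFA-fixed / Evaluation: percent CD8+ FL2 mean versus row control / Benchmarks: naked versus QL9-loaded vesicles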
Autophagy mod: autophagy modulators in MEF cells, primary screen, imaging, high-content, MEF GFP-LC3. MEF GFP-LC3 puncta imaging; test concentration mostly 10 µM. calls only at 10 µM (by protocol). 190,000 tested, 0.98% active;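 active = percentage of spot-positive cells more than 3 SD above its plate mean, without a fluorescence outlier flag or 80% toxicity; inconclusive = no clear call, values can overlap the other calls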;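 also: spot-positive cell cutoff set from DMSO-treated cells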
WT yeast gro inh mutant strain: recorded beside WT yeast gro inh, whose call it bears; inhibition, %; mitochondrial fusion phenotypic screen, mutant strain inhibition
Insulin prom up cell count: also measured in Insulin prom up; calls as there; cell count; measured here: cytotoxicity, nuclei count;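 total cells summed across four imaged fields per well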
Lipid droplet cells 6.5 µM: also measured in Lipid droplet; calls as there; cell count; measured here: cell count, cytotoxicity flag;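 cells counted across two imaged fields per well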
b-catenin transl cell count 5 µM: second read-out of b-catenin transl, no call of its own (marks repeat the call); cell count; measured here: cell count, cytotoxicity flag
T cell modulator vesicle-bound %: further read-out of T cell modulator, marked with its call; double positive events, %; measured here: CD8+ vesicle-bound cell fraction;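 binding gate set so that unloaded-vesicle control wells show 10% double positive cells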
MT stabilizer Hoechst-high %: recorded beside MT stabilizer, whose call it bears; % Hoechst-high responders; measured here: nuclear condensation Hoechst responders;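 share of cells brighter than vehicle mean plus two SD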
MT stabilizer cytotoxicity %: also measured in MT stabilizer; calls as there; toxicity, %; measured here: cytotoxicity by cell density;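 0% = mean cell density of plate MIN control wells and 100% = no cells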
Autophagy mod cell loss 18 h: recorded beside Autophagy mod, whose call it bears; toxicity, %; measured here: cell loss, nuclei count;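 cell loss after 18 h compound exposure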
Myeloid diff 2 GFP+ MAC1+ %: second read-out of Myeloid diff 2, no call of its own (marks repeat the call); GFP+ MAC1+ double positive, %; measured here: differentiation confirmed by MAC1 staining
Active calls of the source: *; i = inactive; u = inconclusive; x = not tested or not shown; + = active, no number. No enrichment for hits (roughly 3.9% active in at least one column).

SMILES,Myeloid diff 2,Myeloid diff 2 GFP+ MAC1+ %,West Nile antiviral,Insulin prom up,Insulin prom up cell count,b-catenin transl,b-catenin transl cell count 5 µM,WT yeast gro inh,WT yeast gro inh mutant strain,Lipid droplet,Lipid droplet cells 6.5 µM,MT stabilizer,MT stabilizer Hoechst-high %,MT stabilizer cytotoxicity %,T cell modulator,T cell modulator vesicle-bound %,Autophagy mod,Autophagy mod cell loss 18 h
O=C(CSc1nnc2c(n1)[nH]c1ccccc12)Nc1ccc2c(c1)OCO2,i,5.3,0.6%,x,x,5.8,1126,-4.2,-3.6,8.9,760,2.7,1.6,4.0,i,11.4,i,-5.2
Cc1ccc(S(=O)(=O)N2CCN(c3c([N+](=O)[O-])cc(C(F)(F)F)cc3[N+](=O)[O-])CC2)cc1,i,0.9,-1.3%,-0.32,1374,-2.7,546,-1.9,-7.3,16.2,628,2.0,1.8,4.3,i,32.8,i,9.5
CCc1noc(C)c1C(=O)N1CCC(CCC(=O)Nc2cccc(OC)c2)CC1,i,1.5,-1.1%,x,x,x,x,x,x,-7.1,802,x,x,x,i,15.8,x,x
Cc1ccc(CSc2nnc(-c3ccc4c(c3)OCO4)o2)cc1,i,1.1,0.0%,-0.13,1008,0.8,1060,-22.7,16.8,8.1,774,0.9,0.9,7.5,i,16.8,i,-4.9
Cc1ccc(C(=O)COC(=O)CNC(=O)c2ccc(N3C(=O)c4ccccc4C3=O)cc2)cc1C,i,0.1,1.0%,-3.38,628,-2.7,818,-1.9,-3.8,-2.5,583,2.2,1.6,10.0,i,45.1,i,11.7
CCN(CC)C(=O)COc1cccc2ccccc12,i,0.8,0.2%,-0.55,1101,-5.7,1015,-10.4,-7.0,x,x,3.9,1.8,8.5,i,44.4,i,-41.6
O=C(c1cnn(-c2ccccc2)c1)c1ccc2ccccc2c1O,i,1.6,-0.1%,x,x,x,x,1.8,-13.3,x,x,3.1,1.4,6.5,i,12.2,i,20.6
COc1ccc(S(=O)(=O)Nc2cccc(-c3ccc(N4CCCCCC4)nn3)c2)c(OC)c1,u,x,0.3%,x,x,x,x,x,x,3.7,618,x,x,x,i,32.7,x,x
CC[N+]1=C(C)C(C)(C)c2cc(C)ccc21,+,0.9*,-1.1%,-1.85,883,3.9,1192,31.2,22.1,-18.4,662,6.2,2.1,1.2,i,12.8,i,-10.6
O=C(Nc1cccc(C(F)(F)F)c1)c1scc2c1OCCO2,x,x,-1.7%,0.15,1177,0.3,1138,9.9,20.7,-8.3,697,3.1,2.1,4.9,i,15.1,i,16.8
Cc1cc(SCC(=O)Nc2cccc(S(N)(=O)=O)c2)c(C)cc1Br,i,0.6,0.0%,-0.35,1367,1.8,1114,-7.9,2.9,-1.5,662,1.0,2.1,8.7,i,32.8,i,20.1
CCNC(=S)N/N=C(\C)c1cccc(C(F)(F)F)c1,i,0.1,-1.0%,-0.37,1201,3.2,1121,31.3,17.2,12.3,691,2.5,2.2,6.3,i,18.2,i,6.6
COc1ccc(-c2cc(C)nc3nc(N)nn23)cc1,i,0.7,0.1%,-0.19,840,-2.3,1251,-3.2,-4.8,2.1,795,4.8,2.0,8.1,i,28.3,i,15.2
O=C(NCc1nnc2c(C(F)(F)F)cc(Cl)cn12)C1CCCC1,i,0.9,0.0%,x,x,x,x,x,x,-7.8,785,x,x,x,i,22.6,x,x
CC(=O)Nc1ccc(CN2CCN(C3CCCCC3)C(CCO)C2)cc1 (stereo unspecified),i,0.6,0.6%,0.21,1383,0.5,873,4.2,7.4,-27.5,756,2.5,3.0,0.4,i,33.7,i,9.2
O=S(=O)(c1cccs1)N1CCc2ccccc2C1,i,2.3,0.1%,-0.12,1185,x,x,10.3,10.5,-17.0,718,4.4,1.7,5.9,i,41.9,i,-4.2
C=CCn1c(NCCc2ccccc2)nc2c1c(=O)n(C)c(=O)n2C,i,2.2,-0.3%,-3.31,873,x,x,1.7,7.6,-0.9,719,2.4,2.3,12.7,i,51.3,i,9.6
COC(=O)c1cccc(NC2CC(=O)N(c3ccc(OC)c(OC)c3)C2=O)c1 (stereo unspecified),i,0.7,-0.1%,0,1329,x,x,9.9,16.7,-8.7,724,4.1,1.2,5.8,i,16.3,i,6.2
O=C(c1ccc(=O)n(Cc2ccc(Cl)c(Cl)c2)c1)N1CCOCC1,i,2.1,0.8%,x,x,x,x,-5.9,-8.9,x,x,2.2,1.6,7.5,i,46.2,i,-9.0
O=c1cc(N2CCc3ccccc32)[nH]c(=O)n1Cc1ccc(F)cc1,i,10.2,0.2%,0.58,1162,-8.4,1028,-20.8,-7.1,x,x,2.6,1.7,5.7,i,74.0,i,-2.0
Cc1cc(/C=C2\Cc3ccccc3C2=O)c(C)n1-c1ccccc1,+,2.6*,-1.0%,x,x,1.1,981,56.0,33.4,11.5,525,5.0,0.8,0.7,i,11.7,i,-4.3
Cc1ncc([N+](=O)[O-])n1CC(O)CCl (stereo unspecified),i,3.1,-0.6%,x,x,x,x,-8.0,-7.0,x,x,1.9,1.6,4.7,i,22.6,i,25.0
Cc1nc(-c2c(C(F)(F)F)noc2-c2ccc(O)cc2O)cs1,i,3.1,-0.5%,-0.15,1456,-1.4,1371,4.0,5.3,x,x,3.2,2.5,3.1,i,33.5,i,-1.2
Cn1nc(C(F)(F)F)c(-c2ccc(Br)cc2)c1NC(=O)CSCC(=O)O,i,0.3,-0.3%,0.19,1008,-1.0,1331,x,x,-1.2,711,x,x,x,i,60.4,x,x
Cc1nnc(SCC(=O)NCc2ccco2)n1-c1ccccc1,i,1.5,1.1%,-0.07,951,x,x,12.0,14.7,x,x,3.5,1.4,3.8,i,56.6,i,-0.3
COc1ccc(-n2nc(C(=O)NCC(=O)N3CCN(c4ccccc4F)CC3)c3ccccc3c2=O)cc1,i,1.1,0.9%,x,x,x,x,x,x,5.5,845,x,x,x,i,46.7,x,x
Cc1c(Cl)cccc1NC(=O)CCN1CCCC(C)C1 (stereo unspecified),i,6.4,-0.3%,0.2,1294,-5.5,993,7.4,-1.8,x,x,2.8,1.2,5.0,i,30.4,i,28.1
O=C(CN1CCN(c2ccc(F)cc2)CC1)Nc1ccccc1,i,0.4,-0.3%,x,x,x,x,x,x,-5.3,773,x,x,x,i,55.2,x,x
CC(=O)N(C)c1ccc(NC(=O)C(Sc2ccccc2)c2ccccc2)cc1 (stereo unspecified),i,0.3,-0.3%,0.34,1612,-0.4,944,8.5,8.8,8.8,625,1.8,4.1,8.4,i,56.8,i,25.8
Cc1cc(=O)[nH]c(N/N=C/c2sccc2C)n1,i,0.2,-1.1%,0.35,1359,0.8,1115,15.8,17.5,1.3,477,2.8,2.4,2.0,i,48.8,i,7.2
CCCCc1ccc(C(=O)NC(C(=O)O)C(C)C)cc1 (stereo unspecified),i,1.2,2.1%,0.4,1256,-0.6,1017,17.6,1.6,12.2,635,3.1,1.9,6.0,i,6.5,i,-0.1
Cn1nc(C(F)(F)F)c(/C=N/OCc2c(Cl)cccc2Cl)c1Cl,i,1.4,1.1%,x,x,x,x,-1.9,14.2,x,x,1.6,1.2,5.4,i,53.1,i,-3.4
O=C(Cc1ccccc1)Oc1coc(CSc2ncccn2)cc1=O,i,0.3,0.2%,0.01,1178,-0.1,1011,1.1,-2.4,15.7,718,3.7,1.4,0.2,i,56.7,i,-36.5

High-throughput results deposited in PubChem by several laboratories.
